ABCB1 block = ABCB1 efflux pump inhibitors, primary screen, cell-based, multiplex, flow cytometry, ABCG2 counter-screen | ATP-dependent translocase ABCB1 (Homo sapiens), P08183 | CCRF-Adr cells, JC-1 efflux | inhibition, % at 6.6 µM | 190,000 compounds, 0.067% hits; in the data active = inhibition above about 40%;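 also: 0% = vehicle and 100% = reference inhibitor; higher value means more JC-1 retained so stronger ABCB1 efflux block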
Rab2 wt GTP = modulators of GTP binding to Rab2A wildtype, primary screen, biochemical, dog, bead-based flow cytometry, multiplex; GTP binding activity, % at 10 µM; 190,000 compounds, 0.19% hits; GST-Rab2 wt beads, Bodipy-GTP binding;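 active = GTP binding activity at least 20 points away from 100%, either lowered or raised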;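 also: 0% = beads with excess unlabeled GTP and 100% = no-compound control corrected for plate trend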
Rac1 wt GTP bind = wildtype Rac1 GTP binding modulators, primary screen, biochemical, GST-Rac1 beads, flow cytometry, multiplex; 190,000 compounds, 0.27% hits; Ras-related C3 botulinum toxin substrate 1 (Homo sapiens), P63000; GTP binding activity (% of control), % at 10 µM; fluorescent GTP binding; actives lie on both sides; 0 = cold GTP competed, 100 = untreated;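 active = GTP binding activity at least 20 points away from the 100% control level, either lower or higher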
Avidin bead fluor = green autofluorescence of compounds with avidin beads – biophysical, 488/530 nm, flow cytometry, artefact control, profiling panel; fluorescence (KMESF) at 10 µM; 220,000 compounds, 0.38% hits; compound fluorescence 488/530 nm; active compounds read high; in the data active = fluorescence above about 47; also: inactives centre near 10
Cdc42 wt GTP = modulators of GTP binding to wildtype Cdc42, primary screen, biochemical, multiplex bead flow cytometry, Bodipy-GTP; Cell division control protein 42 homolog (Homo sapiens), P60953; GST-Cdc42 beads; actives lie on both sides; percent activity (GTP binding), % at 10 µM; 190,000 compounds, 0.2% hits; AID 761, 2007;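 active = percent activity GTP binding at least 20 points away from the 100% baseline, either down as inhibitor or up as activator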;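 also: median bead fluorescence of bound Bodipy-FL-GTP at 100 nM; 0% = excess unlabeled GTP control and 100% = no compound control; below 100% means less GTP binding so inhibitor and above means activator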
Target sequence (P60953 whole entry, looked up): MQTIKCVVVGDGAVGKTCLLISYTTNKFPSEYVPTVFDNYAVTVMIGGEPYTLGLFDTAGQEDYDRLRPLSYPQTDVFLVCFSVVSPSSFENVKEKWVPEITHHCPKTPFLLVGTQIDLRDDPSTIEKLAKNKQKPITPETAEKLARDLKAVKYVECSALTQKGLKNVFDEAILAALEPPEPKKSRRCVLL
ABCG2 block = ABCG2 efflux pump inhibitors, primary screen, multiplex with ABCB1, IgMXP3 cells, flow cytometry. Broad substrate specificity ATP-binding cassette transporter ABCG2 (Homo sapiens), Q9UNQ0. JC-1 efflux. inhibition, % at 6.6 µM. 190,000 compounds, 0.1% hits. AID 1325, 2008;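 active = inhibition above 80%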;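 also: 0% = DMSO and 100% = nicardipine control wells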
Target sequence (Q9UNQ0 whole entry, looked up): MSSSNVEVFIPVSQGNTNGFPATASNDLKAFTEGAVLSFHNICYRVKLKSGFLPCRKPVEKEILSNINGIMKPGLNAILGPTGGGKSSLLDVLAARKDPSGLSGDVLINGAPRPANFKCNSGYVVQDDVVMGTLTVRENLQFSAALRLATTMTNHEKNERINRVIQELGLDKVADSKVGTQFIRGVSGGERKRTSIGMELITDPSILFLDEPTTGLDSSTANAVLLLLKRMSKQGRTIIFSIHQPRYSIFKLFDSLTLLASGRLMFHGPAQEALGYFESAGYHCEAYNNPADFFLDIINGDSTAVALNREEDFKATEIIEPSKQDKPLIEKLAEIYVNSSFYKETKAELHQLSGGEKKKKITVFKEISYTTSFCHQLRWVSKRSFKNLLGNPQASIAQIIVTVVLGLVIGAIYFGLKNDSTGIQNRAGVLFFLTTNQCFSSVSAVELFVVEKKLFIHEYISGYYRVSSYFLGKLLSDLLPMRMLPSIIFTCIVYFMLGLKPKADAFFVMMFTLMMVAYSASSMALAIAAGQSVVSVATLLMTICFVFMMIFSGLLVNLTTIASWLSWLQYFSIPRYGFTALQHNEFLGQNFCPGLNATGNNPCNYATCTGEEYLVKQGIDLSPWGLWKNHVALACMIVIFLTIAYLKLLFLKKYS
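Test system: ABCG2 IgMXP3 and barcoded ABCB1 CCRF-Adr cell mix; Schedule: cells with compound and JC-1, 10 min at 25 °C, rotating, no wash; Technique: flow cytometry of retained JC-1 fluorescence; Measure: % inhibition of efflux relative to nicardipine and DMSO; Controls: nicardipine high and DMSO low controls.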
Pf gametocyte = late stage P. falciparum gametocyte viability inhibitors, primary screen, ATP luminescence, HTS; P. falciparum stage V gametocytes, 24 h; inhibition, % at 10.9 µM; 150,000 compounds, 0.065% hits;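 active = inhibition above the mean plus 3 SD of compounds within the control limits, set per campaign, cut at about 38% in these data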;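 also: 0% = DMSO wells and 100% = medium only without gametocytes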
HRas wt GTP bind = modulators of GTP binding to HRas wildtype, primary screen, biochemical, bead-based flow cytometry, multiplex; GTPase HRas (Homo sapiens), P01112; GST-Ras wt beads, Bodipy-FL-GTP binding; actives lie on both sides; GTP binding activity, % at 10 µM; 190,000 compounds, 0.14% hits; AID 759, 2007;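 active = GTP binding activity at least 20% away from the 100% baseline, either lowered as inhibitor or raised as activator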;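 also: 0% = unlabeled GTP competition control and 100% = no-compound control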
Target sequence (P01112 whole entry, looked up): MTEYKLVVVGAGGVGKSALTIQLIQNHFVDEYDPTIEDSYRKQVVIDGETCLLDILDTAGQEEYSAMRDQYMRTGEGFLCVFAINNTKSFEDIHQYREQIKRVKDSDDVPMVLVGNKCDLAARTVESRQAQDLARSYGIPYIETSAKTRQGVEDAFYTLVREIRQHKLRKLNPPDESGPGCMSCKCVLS
GSH fluor = compound fluorescence on glutathione beads, profiling panel, artefact control, biophysical, 488/530 nm, flow cytometry | GSH beads flow cytometry, compound fluorescence 488/530 nm; active compounds read high | fluorescence (KMESF) at 10 µM | 190,000 compounds, 0.25% hits | AID 1776, 2009; in the data active = fluorescence above about 89;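 also: glutathione beads carrying GST-tagged Bcl family fusion proteins plus one bare bead set; values are compound well signal with DMSO vehicle wells as background; inactives centre near 16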
Rac1 act GTP bind = GTP binding modulators of activated mutant Rac1, primary screen, biochemical, bead-based flow cytometry, multiplex, fluorescent GTP; Ras-related C3 botulinum toxin substrate 1 (Homo sapiens), P63000; GST-Rac1 activated beads; actives lie on both sides; 100% means binding = to untreated wells; percent activity (GTP binding), % at 10 µM; 190,000 compounds, 0.11% hits; AID 764, 2007;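 active = GTP binding at least 20 percentage points away from the 100% baseline, in either direction, so actives lie on both sides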
Rab7 wt GTP bind = modulators of GTP binding to Rab7, primary screen, biochemical, wildtype, multiplex bead flow cytometry; GST-Rab7 beads, fluorescent GTP binding; actives lie on both sides; untreated = 100%, excess cold GTP = 0%; GTP binding activity (percent of control), % at 10 µM; 190,000 compounds, 0.055% hits; AID 758, 2007;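 active = fluorescent GTP binding to Rab7 beads changed by at least 20 points from the 100% baseline, either direction, mostly lower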;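 also: median green fluorescence of bound Bodipy-FL-GTP per Rab7 bead population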
* marks the source's active call; other numbers are inactive results; / = no result given.

SMILES	ABCB1 block	Rab2 wt GTP	Rac1 wt GTP bind	Avidin bead fluor	Cdc42 wt GTP	ABCG2 block	Pf gametocyte	HRas wt GTP bind	GSH fluor	Rac1 act GTP bind	Rab7 wt GTP bind
Cc1cc(-n2c(C)cc(C(=O)CSc3nnc4sc5ccccc5n34)c2C)no1	0.6	96.0	98.0	8	98.0	2.5	/	97.0	5	96.0	94.0
CCCCCOC(=O)C1=C(C)N(C)C(=O)NC1c1cc(Br)c(O)c(OC)c1 (stereo not given)	1.2	96.0	99.0	5	99.0	2.2	-5.5	98.0	62	97.0	95.0
CCSc1nc(=S)n(CC)c(C)c1C(C)=O	0.4	99.0	102.0	18	101.0	1.9	7.2	98.0	24	100.0	95.0
O=C(Nc1ccc(Br)cc1)c1ccc(N2C(=O)C3CC=CCC3C2=O)cc1 (stereo not given)	0.2	103.0	106.0	13	101.0	3.3	13.4	103.0	22	104.0	101.0
C/C(N)=C(/C#N)C(=O)CSc1nc2scc(-c3ccc(F)cc3)c2c(=O)n1C	2.1	95.0	93.0	25	90.0	7.7	-15.8	93.0	7	92.0	97.0
O=C(Nc1nc2ccc([N+](=O)[O-])cc2s1)c1ccc(S(=O)(=O)N2CCCc3ccccc32)cc1	-1.6	94.0	92.0	9	90.0	-7.8	/	94.0	9	86.0	96.0
COC(=O)c1c(NC(C)=O)sc(Cc2ccccc2)c1C	0.6	100.0	102.0	6	101.0	4.3	/	101.0	55	96.0	100.0
CN1C(=O)SC(Nc2ccccc2C(=O)O)C1=O (stereo not given)	0.2	101.0	114.0	7	107.0	1.3	/	103.0	8	104.0	102.0
CCn1nnc(NC(=O)Cc2ccc(Cl)cc2)n1	-0.1	99.0	99.0	7	99.0	-0.6	3.1	97.0	23	100.0	97.0
CC(=O)c1ccc(N2CCN(C(=S)NCc3ccco3)CC2)cc1	0.1	97.0	94.0	8	93.0	0.0	-24.9	94.0	11	93.0	104.0
O=C(c1ccc2c3c(cccc13)CC2)C1CCCN(C(=O)c2ccc(=O)[nH]c2)C1 (stereo not given)	-0.1	100.0	99.0	8	100.0	0.1	8.3	100.0	23	98.0	100.0
COc1ccc2oc(C(=O)NN3C(C)CCCC3C)c(C)c2c1 (stereo not given)	-0.4	98.0	99.0	10	94.0	-0.6	-14.4	95.0	16	96.0	96.0
S=c1[nH]nc(COc2ccccc2)n1-c1ccccc1	0.1	102.0	101.0	11	101.0	0.3	/	102.0	13	95.0	104.0
CC1CCN(C(C(=O)NC2CCCCC2)c2cc3c(cc2[N+](=O)[O-])OCO3)CC1 (stereo not given)	1.5	99.0	105.0	5	101.0	6.0	-2.9	101.0	19	98.0	103.0
Cc1cc(C(F)(F)F)nc(SCC(=O)Nc2cc(C)on2)n1	0.2	99.0	98.0	16	96.0	14.6	-9.5	99.0	29	98.0	100.0
NS(=O)(=O)c1ccc(NCc2ccccc2OCc2ccccc2F)cc1	1.0	106.0	105.0	14	107.0	5.1	/	105.0	62	103.0	98.0
Cc1cc(Oc2ccccc2)nc(-c2ccccc2)n1	0.4	98.0	102.0	12	105.0	2.4	/	102.0	38	98.0	98.0
CCN(C(=O)COc1ccc(C)nc1[N+](=O)[O-])C1CCS(=O)(=O)C1 (stereo not given)	0.8	99.0	102.0	13	99.0	9.7	5.7	100.0	6	101.0	100.0
Cc1cc(Cl)nc(Cl)c1C(=O)N1CCOCC1	0.0	100.0	102.0	6	98.0	-0.4	13.0	102.0	12	97.0	106.0
O=C(CSc1ncn[nH]1)Nc1ccc(Cl)c(Cl)c1	0.5	99.0	96.0	11	101.0	9.8	12.6	98.0	27	98.0	96.0
Cc1ccccc1C(=O)N1CCN(c2ccc([N+](=O)[O-])c(NCc3cccnc3)c2)CC1	5.8	101.0	105.0	3	104.0	8.0	-4.7	102.0	6	101.0	102.0
O=[N+]([O-])c1cccc(C(=S)N2CCCC2)c1	0.6	98.0	95.0	7	96.0	3.0	-15.9	96.0	27	95.0	95.0
COC(=O)c1ccc(NC(=O)c2ccccc2CC[N+](=O)[O-])cc1	0.1	96.0	97.0	10	94.0	5.2	19.6	94.0	10	94.0	95.0
Cc1ccccc1NC(=O)c1cnc(Nc2nc3ccccc3s2)nc1C	-0.2	103.0	102.0	38	104.0	-0.5	/	103.0	12	100.0	100.0
COc1cccc(NS(=O)(=O)c2ccc(OC)c(OC)c2)c1	0.4	101.0	108.0	22	104.0	53.0	-5.3	101.0	30	102.0	100.0
COc1cccc(OC)c1C(=O)Nc1cccc(-c2ccc3nncn3n2)c1	0.3	95.0	96.0	22	97.0	1.7	10.6	97.0	8	96.0	97.0
Cc1c(NC(=O)c2cnn3c(C(F)(F)F)cc(-c4ccco4)nc23)c(=O)n(-c2ccccc2)n1C	1.1	102.0	108.0	9	107.0	3.6	-11.6	100.0	17	100.0	101.0
CSCCC(NS(=O)(=O)c1ccccc1F)C(=O)NC(C)c1ccccc1 (stereo not given)	0.2	97.0	96.0	21	94.0	1.8	-5.0	100.0	9	95.0	102.0
CCCOC(=O)C(=O)NNc1ccccc1	0.3	97.0	98.0	10	97.0	5.2	7.1	100.0	13	96.0	102.0
COC(=O)c1c(C(=O)OC)c(-c2ccccc2)n2c1CS(=O)(=O)C2	0.2	98.0	97.0	22	98.0	0.1	/	100.0	10	96.0	96.0
O=C(NNC1CC(=O)N(c2ccc(Br)cc2)C1=O)c1ccccn1 (stereo not given)	0.4	100.0	100.0	11	101.0	1.1	-0.7	99.0	64	97.0	97.0
Cc1ccc([N+](=O)[O-])cc1NC(=S)NC(=O)c1cccnc1	0.4	94.0	90.0	11	92.0	10.6	2.2	93.0	12	90.0	98.0
c1ccc2cc(-c3csnn3)ccc2c1	0.5	100.0	99.0	7	102.0	1.0	-9.7	102.0	20	97.0	98.0
Cc1cc(NC(=O)CSc2nnc(C3CC3)n2N)no1	0.0	104.0	112.0	7	107.0	0.2	/	106.0	35	102.0	105.0
Cc1cc(C)n(CC(=O)Nc2ccc([N+](=O)[O-])cc2)n1	0.2	96.0	100.0	12	96.0	0.8	-1.8	97.0	18	98.0	97.0
CCN(CC)CCn1c(=N)n(CC(O)COc2cccc(C)c2)c2ccccc21 (stereo not given)	-0.2	97.0	98.0	16	98.0	11.7	7.0	97.0	14	96.0	97.0
CCOc1cnc(-c2ccc(Cl)cc2)o1	-0.2	103.0	103.0	11	104.0	-0.2	24.7	103.0	19	100.0	102.0
Cc1ccc(NC(=O)CCNS(=O)(=O)c2ccc3c(c2)c(=O)n(C)c(=O)n3C)cc1C	1.5	97.0	97.0	9	99.0	13.4	4.2	99.0	10	102.0	97.0
CCOC(=O)/C(C#N)=C1/C=CN(C)C=N1	0.0	94.0	97.0	25	97.0	1.5	-6.5	97.0	16	94.0	100.0
CC(COc1cccc2ccccc12)CN1CCN(C)CC1 (stereo not given)	0.7	102.0	110.0	32	107.0	8.1	/	101.0	18	101.0	99.0
COC(=O)CSc1nc(N)c(C#N)c(-c2ccco2)c1C#N	0.1	95.0	92.0	32	94.0	1.6	-5.9	96.0	11	93.0	101.0
COc1cccc(OC)c1C(=O)Nc1ccc([N+](=O)[O-])cn1	1.0	100.0	105.0	5	103.0	4.5	/	102.0	5	99.0	100.0
COc1ccc(N2C(=O)CC(N(Cc3ccco3)C(=O)CCC(=O)O)C2=O)cc1 (stereo not given)	0.9	96.0	100.0	13	98.0	3.6	/	98.0	15	95.0	104.0
O=C(N/C(=C\c1cn(-c2ccccc2)nc1-c1ccc(Cl)cc1)C(=O)N1CCOCC1)c1ccccc1	0.3	98.0	102.0	7	98.0	2.8	-9.0	99.0	19	99.0	100.0
Cc1ccccc1CSc1ncc(C#N)c(N)n1	0.2	101.0	97.0	21	97.0	1.1	/	100.0	9	95.0	103.0
N#Cc1ccccc1Sc1ccccc1C(=O)Nc1ccc(Br)cc1	0.3	98.0	102.0	9	102.0	-0.1	/	100.0	16	99.0	98.0
COC(=O)c1ccc(NCC(=O)c2ccccc2)cc1	-0.6	108.0	107.0	5	109.0	-0.7	/	108.0	15	101.0	101.0
CCCCCCN(C(=O)CCCCCN1C(=O)NC(c2ccc(Cl)cc2)C(C(=O)OCc2ccccc2)=C1C)C(C(=O)NCCCC)c1ccc(OCC(=O)OC)c(C(=O)OC)c1 (stereo not given)	2.2	100.0	103.0	11	100.0	15.2	-6.1	102.0	20	97.0	99.0
COc1ccc(Cl)cc1NC(=O)CSc1nc2sccc2c(=O)[nH]1	-0.7	92.0	91.0	8	90.0	5.0	24.8	91.0	18	88.0	96.0
Cc1ccc(NC(=O)NC2CCCCC2)cc1Cl	0.4	95.0	97.0	10	101.0	6.1	/	98.0	33	95.0	95.0
CS(=O)(=O)N1CCc2cc(-c3csc(NCC4CCCO4)n3)ccc21 (stereo not given)	-0.1	96.0	101.0	23	98.0	-0.1	/	102.0	16	95.0	98.0
CC/C(=N/Nc1cccc(Cl)c1)c1cnnc(SC)n1	0.8	98.0	104.0	6	106.0	9.4	11.0	101.0	6	100.0	104.0
O=C(O)C(Cc1ccccc1)N1CCS(=O)(=O)CC1 (stereo not given)	-0.6	95.0	99.0	10	95.0	-0.6	12.4	93.0	23	95.0	95.0
O=C(/C=C/c1cccc(Oc2ccccc2)c1)N1CCOCC1	0.0	100.0	98.0	11	96.0	0.2	-5.0	98.0	16	96.0	103.0
COc1ccc(C(=O)N(C(C)C)C(C)C)c(OC)c1	0.4	100.0	100.0	16	100.0	13.5	/	99.0	35	96.0	101.0
O=C(CNCCCO)Nc1cc(C(F)(F)F)cc(NC(=O)CNCCCO)c1Cl	0.0	101.0	103.0	2	103.0	-1.4	14.1	98.0	8	102.0	101.0
CC(C)C(=O)NC(NC(=O)C(C)C)c1ccc([N+](=O)[O-])cc1	3.2	99.0	103.0	15	100.0	13.3	6.1	101.0	11	99.0	101.0
